Akt phos inh – HTS Assay for Inhibitors of Akt Phophorylation: Primary Screen; actives 0.32% (n = 360,000); activity change, % for hits at 50 µM; Neuro2A IGF-stimulated pAkt S473 HTRF, 20 min; hits give low values; in the data active = activity change below about -80%; inconclusive = mostly about -51% to -80%; also: % is scaled to controls: 0 for no effect and ±100 for the full control effect
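Single-point screen (50 µM final compound) in Neuro2A cells stimulated 20 min with 6 nM IGF at 37 deg C. After lysis, Ser473-phosphorylated Akt read by HTRF (ex 330 nm, em 615/665 nm) as the 665/615 ratio.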
MmCpn inh – Inhibitors of TCP-1 ring complex (TRiC) of Methanococcus maripaludis (MmCpn): qHTS | Chaperonin Mm-Cpn (Methanococcus maripaludis) | Potency, µM (highest dose often 76.9 µM), without a hit: at the highest dose activity, negative = inhibition, actives largely listed as inhibitors | purified Mm-Cpn ATPase, ADP Transcreener TR-FRET | actives 0.031% (n = 330,000); also: potency is read from the fitted curve at half-maximal effect; % is scaled to controls: 0 for no effect and ±100 for the full control effect; nearly all actives have a fitted effect of over 80% in size
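Measured: ADP formation by purified Mm-CPN. Conditions: 25 nM protein, 10 uM ATP, Tris pH 7.4 with Mg2+, K+ and DTT, 37°C for 30 min. Detection: Transcreener HTRF after 30 min at room temperature.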
aSyn rescue – qHTS of alpha-syn Inhibitors. Yeast expressing alpha-synuclein, growth rescue, BacTiter-Glo, 24 h. Potency, µM (highest dose often 46.1 µM), for the others: at the highest dose growth rescue (activation), most hits filed as activators. actives 0.14% (n = 370,000); also: potency is read from the fitted curve at half-maximal effect; % of control where 0% means no effect; nearly all actives have a fitted effect of over 65% in size
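Screening used galactose-induced yeast with toxic alpha-synuclein levels, exposed to compound for 24 hr at 30 deg C. Cell growth, read with BacTiter-Glo luminescence, gave the measured signal.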
GLP1R inv ag – qHTS of GLP-1 Receptor Inverse Agonists (Inhibition Mode); Potency, µM (titrated, usually from 38.3 µM), for the others: top-dose activity change, negative = inhibition, actives largely listed as inhibitors; HEK293 GLP-1R CRE-luciferase, luminescence, 24 h; GLP-1R form is constitutively active; actives 1.6% (n = 410,000); also: potency is read from the fitted curve at half-maximal effect; % is scaled to controls: 0 for no effect and ±100 for the full control effect; nearly all actives have a fitted effect of over 55% in size
Target sequence (P43220 whole entry, looked up): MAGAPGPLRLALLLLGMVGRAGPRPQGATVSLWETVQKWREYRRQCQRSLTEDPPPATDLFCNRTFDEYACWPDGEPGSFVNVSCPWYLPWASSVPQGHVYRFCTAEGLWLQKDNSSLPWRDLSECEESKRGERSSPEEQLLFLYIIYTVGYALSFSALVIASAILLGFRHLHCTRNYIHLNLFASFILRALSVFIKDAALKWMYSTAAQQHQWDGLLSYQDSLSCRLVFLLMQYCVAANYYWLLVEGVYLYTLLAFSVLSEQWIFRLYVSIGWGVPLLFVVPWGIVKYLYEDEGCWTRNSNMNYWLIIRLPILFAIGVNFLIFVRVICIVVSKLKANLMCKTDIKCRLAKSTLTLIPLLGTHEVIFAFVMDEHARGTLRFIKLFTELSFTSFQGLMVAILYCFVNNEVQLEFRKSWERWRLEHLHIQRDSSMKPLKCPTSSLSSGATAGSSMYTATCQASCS
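HEK293 cells stably co-expressing a cAMP-responsive luciferase reporter and constitutively active GLP-1R were seeded, incubated 12 h, then exposed to compounds for 24 h at 37 C. Luminescence was read 12 min after detection reagent; inverse agonists lower signal.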
FUS yeast rescue – qHTS for Suppressors of FUS Proteinopathy: Primary screen using FUS-linked yeast assay; S. cerevisiae FUS-expressing, growth rescue, OD600, 24 h; Potency, µM (doses to about 76.6 µM), without a hit: top-dose growth rescue (activation), actives largely listed as activators; actives 0.24% (n = 390,000);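 also: potency is read from the fitted curve at half-maximal effect; plate controls were DMSO vehicle for no effect and reference control for full effect; nearly all actives have a fitted effect of over 55% in size; some results filed as inactive show a strong effect at the top dose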
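Toxicity suppression screen in FUS-yeast. Cells induced with 2% galactose, starting OD 0.005, treated 24hr at 30C with compounds at multiple final concentrations; growth by OD600.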
GLP1R cytotox – qHTS of GLP-1 Receptor Inverse Agonists: Cytotox Screen. actives 0.13% (n = 410,000). HEK293 cAMP-luciferase reporter cells, luminescence, 24 h. AID 624418, 2012. Potency, µM (series often up to 38.3 µM), inactives show at the top dose activity change, negative = inhibition, most hits filed as inhibitors;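 also: loss of luciferase light is scored as toxicity; potency is read from the fitted curve at half-maximal effect; % is scaled to controls: 0 for no effect and ±100 for the full control effect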
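Quantitative HTS format, 1536 wells, 200 cells/uL seeded. Compounds: 23 nL, 24 h, 37 °C. Detection: luciferase reagent, luminescence at 12 min RT; decreased signal taken as cytotoxic.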
Abeta yeast res – qHTS for compounds that reverse cellular toxicity of Amyloid beta (A-beta) peptide in yeast: Primary Screen; yeast expressing A-beta42, growth rescue, OD600, 48 h; response scale: 0% DMSO, 100% iron-clioquinol control; Potency, µM (series often up to 46.1 µM), without a hit: at the top dose growth rescue, most hits filed as activators; actives 0.063% (n = 410,000); also: potency is read from the fitted curve at half-maximal effect; nearly all actives have a fitted effect of over 55% in size
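Growth rescue measured by 600 nm absorbance after 48 h yeast culture at 30 C with compound. Values normalized between DMSO and an equimolar ferric chloride plus clioquinol control.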
TDP43 rescue – qHTS of TDP-43 Inhibitors. actives 1.8% (n = 410,000). TDP-43 expressing yeast growth rescue, BacTiter-Glo, 24 h. Potency, µM (doses to about 46.1 µM), for the others: at the highest dose growth rescue (activation), hits mostly activators. AID 652104, 2013; also: potency is read from the fitted curve at half-maximal effect; % of control where 0% means no effect; nearly all actives have a fitted effect of over 50% in size
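Cell-based yeast growth screen: TDP-43 expression induced in galactose, inoculum OD600=0.02 after raffinose pregrowth to mid-log. Read-out BacTiter-Glo luminescence at 24 hr, 30 deg C; inhibition of toxicity seen as signal increase.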
PTHR1 agonist – qHTS for PTHR1 Agonists: Primary Screen; Parathyroid hormone/parathyroid hormone-related peptide receptor (Homo sapiens), Q03431; HEK293 GP2 PTHR1 cells, GloSensor cAMP luminescence, 1 h; Potency, µM (titrated, usually from 115 µM), for inactives: top-dose activation, most hits filed as activators; actives 0.075% (n = 410,000); also: potency is read from the fitted curve at half-maximal effect; nearly all actives have a fitted effect of over 55% in size; some results filed as inactive show a strong effect at the top dose; inactives centre near -15; many of its hits are not listed in these tables
Target sequence (Q03431 whole entry, looked up): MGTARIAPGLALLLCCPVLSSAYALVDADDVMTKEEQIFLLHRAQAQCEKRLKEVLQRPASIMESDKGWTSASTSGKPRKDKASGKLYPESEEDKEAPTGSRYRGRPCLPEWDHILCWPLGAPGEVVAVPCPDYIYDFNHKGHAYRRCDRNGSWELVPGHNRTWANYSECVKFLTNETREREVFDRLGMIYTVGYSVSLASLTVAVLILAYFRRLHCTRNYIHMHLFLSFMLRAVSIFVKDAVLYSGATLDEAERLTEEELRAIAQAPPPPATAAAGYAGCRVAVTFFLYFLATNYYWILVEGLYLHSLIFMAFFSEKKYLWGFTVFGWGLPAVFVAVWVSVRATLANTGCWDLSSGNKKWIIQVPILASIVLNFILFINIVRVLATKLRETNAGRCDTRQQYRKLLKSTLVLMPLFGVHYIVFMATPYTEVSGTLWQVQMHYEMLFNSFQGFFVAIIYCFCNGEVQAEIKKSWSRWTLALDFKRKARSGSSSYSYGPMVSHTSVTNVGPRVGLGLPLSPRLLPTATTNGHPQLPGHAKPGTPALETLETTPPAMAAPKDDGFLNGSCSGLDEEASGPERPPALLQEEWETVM
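HEK-293-derived GP2 cells expressing PTHR1 and a GloSensor cAMP reporter, 3,000/well, plated overnight, given luciferin plus IBMX (each 0.5 mM as added) for 1 h at 37 °C, then compound for 1 h at 37 °C. Luminescence was read after 15 min at room temperature.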
* hit, by the source's call; i = inactive; ? = inconclusive; . = not tested or not shown; [ ] = another dose, or the depositor's remark. Unless noted, calls follow the shape of the dose curve; as a rule, active = well fitted curve in the direction sought with a large enough effect; inconclusive = small, poorly fitted or top-dose-only effect, or another doubt; inactive = no such curve, though single readings can be large; an effect the other way counts as inactive or inconclusive.

cpd	smiles	Akt phos inh	MmCpn inh	aSyn rescue	GLP1R inv ag	FUS yeast rescue
1	COc1ccc(OC)c(CNc2ccc(F)c(Cl)c2)c1	i	3%	?	-13%	10%
2	CCOc1ccc(S(=O)(=O)N2CCC(c3ccncc3)CC2)cc1	.	.	.	-12%	-19%
3	COc1ccc(C(=O)C2CCCN(C(=O)Cn3nc(C)nc3C)C2)cc1F (stereo not drawn)	i	.	-2%	3%	-20%
4	Nc1nnc(SCC(=O)Nc2ccccc2C(F)(F)F)s1	.	.	.	3%	-13%
5	COc1cccc(NC(=S)NC(=O)/C=C/c2ccc(F)cc2)c1	i	-11%	3%	23%	-5%
6	CCC(=O)N1CCc2cc(Br)cc(S(=O)(=O)CCC(=O)N(CC)Cc3ccccc3)c21	.	.	.	-13%	22%
7	CC(C)N(C(=O)COC(=O)c1cc(Cl)cc(Cl)c1N)C(C)C	i	-1%	6%	?	14%
8	CC(=O)COc1ccc2c3c(c(=O)oc2c1C)CCCCC3	i	-1%	1%	0%	-3%

cpd	GLP1R cytotox	Abeta yeast res	TDP43 rescue	PTHR1 agonist
1	5%	-20%	24%	-18%[57.5 µM]
2	-1%	-16%	3%	-40%[inhibitor]
3	5%	7%	-1%	i
4	7%	6%	17%	11%
5	1%	15%	18%	-21%
6	-17%	-9%	10%	i
7	1%	-8%	-6%	-15%[57.5 µM]
8	-17%	-5%	4%	-4%[57.5 µM]

Rewritten with values under each structure: seven of the compounds above
Fields: Akt phos inh | MmCpn inh | aSyn rescue | GLP1R inv ag | FUS yeast rescue | GLP1R cytotox | Abeta yeast res | TDP43 rescue | PTHR1 agonist
[2] CCOc1ccc(S(=O)(=O)N2CCC(c3ccncc3)CC2)cc1
  . | . | . | -12% | -19% | -1% | -16% | 3% | -40%[inhibitor]
[3] COc1ccc(C(=O)C2CCCN(C(=O)Cn3nc(C)nc3C)C2)cc1F (stereo not drawn)
  i | . | -2% | 3% | -20% | 5% | 7% | -1% | i
[4] Nc1nnc(SCC(=O)Nc2ccccc2C(F)(F)F)s1
  . | . | . | 3% | -13% | 7% | 6% | 17% | 11%
[5] COc1cccc(NC(=S)NC(=O)/C=C/c2ccc(F)cc2)c1
  i | -11% | 3% | 23% | -5% | 1% | 15% | 18% | -21%
[6] CCC(=O)N1CCc2cc(Br)cc(S(=O)(=O)CCC(=O)N(CC)Cc3ccccc3)c21
  . | . | . | -13% | 22% | -17% | -9% | 10% | i
[7] CC(C)N(C(=O)COC(=O)c1cc(Cl)cc(Cl)c1N)C(C)C
  i | -1% | 6% | ? | 14% | 1% | -8% | -6% | -15%[57.5 µM]
[8] CC(=O)COc1ccc2c3c(c(=O)oc2c1C)CCCCC3
  i | -1% | 1% | 0% | -3% | -17% | -5% | 4% | -4%[57.5 µM]

Carrying on.
cpd	smiles	Akt phos inh	MmCpn inh	aSyn rescue	GLP1R inv ag	FUS yeast rescue
9	FC(F)(F)C(F)(F)C(F)(F)c1nc2nc(Cl)c(Cl)nc2[nH]1	i	.	-24%	?	-2%
10	C/C(=N\NC(=O)c1ccc(OC2CCCC2)cc1)c1ccc(C)s1	i	0%	-9%	7%	-15%
11	C[C@@H]1C=C[C@](Cc2ccccc2)(C(=O)O)N1C(=O)c1ccccc1	i	.	-7%	-10%	-9%
12	Cc1ccccc1OCCCC(=O)Nc1ccc(Br)cc1	i	0%	-6%	-33%	0%
13	O=C(Nc1nncs1)c1cc2c(s1)CCC2	i	-5%	-6%	13%	-1%
14	Cc1ccc(OCC(=O)c2ccc(Cl)s2)c([N+](=O)[O-])n1	i	1%	3%	45%[activator]	15%
15	Cc1ccc(C(=O)OCC(=O)NCCNC(=O)COC(=O)c2ccc(C)o2)o1	i	-2%	-6%	3%	10%
16	Cn1ncc2c(N3CCCCC3)nc(NCCCO)nc21	i	0%	-5%	25%	-38%

cpd	GLP1R cytotox	Abeta yeast res	TDP43 rescue	PTHR1 agonist
9	3%	-9%	-8%	i
10	-9%	-5%	-6%	i
11	5%	3%	-12%	20%
12	-1%	18%	1%	i
13	-6%	-14%	-2%[0.397 µM]	-19%
14	4%	-6%	11%	-15%
15	10%	0%	8%	i
16	-3%	-3%	8%	i

(list continues)
cpd	smiles	Akt phos inh	MmCpn inh	aSyn rescue	GLP1R inv ag	FUS yeast rescue
17	CCCn1c(SCC(=O)Nc2ccc3c(c2)OCO3)n[nH]c1=O	i	0%	-11%	1%	6%
18	COC(=O)[C@H](CC(C)C)NS(=O)(=O)c1ccc(F)cc1Br	i	.	-4%	-24%	-7%
19	CCCC(O)(CCC)C(=O)NN(C(=O)OC)c1ccccc1	i	-4%	7%	?	-10%
20	Cc1cccc(N2CCN(C(=O)COc3noc4nc(C)cc(C)c34)CC2C)c1 (stereo not drawn)	i	.	1%	-4%	8%
21	N/C(=N\OC(=O)CCC1CCCC1)c1ccncc1	i	-3%	-1%	-15%	-16%
22	CC1=C(C(=O)OC(C)C)C(c2ccc(F)cc2)NC(=O)N1 (stereo not drawn)	i	1%	4%	0%	14%
23	CSc1ccc(-c2nnn(CC(=O)NCc3ccccc3)n2)cc1	i	-3%	8%	?	-5%
24	Cc1ccc(CNC(=O)c2c(-c3ccccc3)noc2C)cc1	i	1%	-2%	?	3%

cpd	GLP1R cytotox	Abeta yeast res	TDP43 rescue	PTHR1 agonist
17	11%	9%	-5%	i
18	9%	-13%	11%	-34%[inhibitor]
19	1%	8%	12%	-10%
20	1%	6%	19%	-24%
21	-1%	-5%	-1%	-1%
22	-8%	4%	0%	i
23	?	-4%	20%	i
24	-13%	9%	5%	i

The listing continues:
cpd	smiles	Akt phos inh	MmCpn inh	aSyn rescue	GLP1R inv ag	FUS yeast rescue
25	COc1ccc(C)cc1NS(=O)(=O)c1cn(C)nc1C	i	-4%	-6%	17%	0%
26	COc1cc(F)c(C2=CC(=O)C[C@H](c3ccc(F)cc3)C2)cc1F	i	0%	9%	?	-13%
27	COc1ccc2c(Sc3ccccc3)c(C(=O)NCCCN3CCCCC3)[nH]c2c1	.	.	.	?	28%
28	CCn1c(SCC(=O)N2CCN(c3ccccc3)CC2)nnc1-c1c[nH]c2ccccc12	i	0%	-1%	4µM*	19%
29	Cc1c(NC(=O)CN2CCN(c3ccccc3)CC2)c(=O)n(-c2ccccc2)n1C	.	-1%	6%	12%	-1%
30	Cc1cccc(NNC(=O)C2CCC2)c1	i	1%	8%	?	-7%
31	Nn1c(Cc2ccccc2)nnc1Cc1ccccc1	i	.	-1%	2%	8%
32	CN(C)S(=O)(=O)c1ccc(C(=O)Nc2nnc(SCC(=O)NCC3CCCO3)s2)cc1 (stereo not drawn)	i	-1%	-1%	-5%	.

cpd	GLP1R cytotox	Abeta yeast res	TDP43 rescue	PTHR1 agonist
25	15%	-6%	-15%	-3%
26	5%	0%	?	-20%
27	-27%	-3%	12%	i
28	2%	-10%	10%	-13%
29	0%	0%	0%	-4%[57.5 µM]
30	?	12%	20%	-24%
31	-6%	-2%	-8%	-2%
32	1%	-13%	1%	0%

(cont.)
cpd	smiles	Akt phos inh	MmCpn inh	aSyn rescue	GLP1R inv ag	FUS yeast rescue
33	Cc1ccc(NC(=O)c2ncn(CC(=O)NCc3ccccc3)n2)cc1C	i	0%	-5%	7%	-11%
34	CCc1c(C(=O)Nc2cc(C)cc(C)c2)[nH]c(C)c1C(C)=O	i	1%	-14%	?	10%
35	OCc1cc(-c2ccc(Cl)c(Cl)c2)on1	i	1%	3%	-3%	1%
36	COCCN(C(=O)CCC(=O)Nc1nccs1)C(C(=O)NC(C)(C)C)c1ccc(F)cc1 (stereo not drawn)	i	0%	2%	0%	5%
37	CCOc1ccc(N(CC(=O)NCCc2ccc(Cl)cc2)S(=O)(=O)c2c(C)[nH]c(=O)[nH]c2=O)cc1	i	-2%	0%	0%	8%
38	COc1ccccc1CNC(=O)CN1C(=O)c2ccc([N+](=O)[O-])cc2C1=O	i	-2%	0%	2%	6%
39	COC(=O)c1ccccc1S(=O)(=O)N1CCC(C(=O)NCc2ccco2)CC1	i	2%	6%	17%	19%
40	COc1ccccc1/C=N/n1c(C)nnc1-n1nc(C)cc1C	i	-2%	5%	-5%	-9%
41	Cc1c(Cl)cccc1NC(=O)C1CCN(c2ncnc3c2nc2n3CCCCC2)CC1	.	.	.	10%	10%
42	COc1ccc(Cc2nnc(NC(=O)c3cc(OC)c(OC)c(OC)c3)s2)cc1OC	i	0%	1%	62%[activator]	34%

cpd	GLP1R cytotox	Abeta yeast res	TDP43 rescue	PTHR1 agonist
33	-1%	-12%	-2%	-47%[inhibitor]
34	-18%	-9%	8%	-7%[57.5 µM]
35	8%	-21%	?	-35%[inhibitor]
36	1%	11%	4%	i
37	-19%	0%	-15%[1.82 µM]	i
38	2%	19%	-5%	i
39	-6%	-13%	4%	-20%
40	-21%	-11%	-11%	i
41	0%	-5%	6%	i
42	-7%	3%	9%	i

A portion of the library; count on the stated rates, not on these rows.
